Bioassay records deposited in PubChem BioAssay by The Scripps Research Institute Molecular Screening Center.
TEAD-YAP inh: TEAD-YAP interaction inhibition; HEK-TIYL cells, TEAD-Gal4/YAP UAS-luciferase luminescence; inhibition, % at 9.12 µM; 1.4% of 640,000 active; AID 1259422; in the data active = inhibition above about 32%;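 also: 0% = median of test compound wells and 100% = reference inhibitor wells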
FBW7 activator: human FBW7 E3 ligase activation, primary screen; Q969H0; AlphaScreen FBW7–phospho-cyclin E peptide binding, activator screen; normalized activity (activation), % at 26.1 µM; 0.13% of 650,000 active; in the data active = normalized activity above about 1.9%;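 also: purified mutant Fbw7 with reduced substrate affinity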
GPR151 activ: activates the human receptor GPR151 | AID 1508602 | 1% of 650,000 active | PathHunter beta-arrestin GPR151 cells, luminescence | Q8TDV0 | activation, % at 11.2 µM; in the data active = activation above about 4.9%;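 also: 0% = median of compound wells and 100% = cells with positive control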
Target sequence (Q8TDV0 whole entry, looked up): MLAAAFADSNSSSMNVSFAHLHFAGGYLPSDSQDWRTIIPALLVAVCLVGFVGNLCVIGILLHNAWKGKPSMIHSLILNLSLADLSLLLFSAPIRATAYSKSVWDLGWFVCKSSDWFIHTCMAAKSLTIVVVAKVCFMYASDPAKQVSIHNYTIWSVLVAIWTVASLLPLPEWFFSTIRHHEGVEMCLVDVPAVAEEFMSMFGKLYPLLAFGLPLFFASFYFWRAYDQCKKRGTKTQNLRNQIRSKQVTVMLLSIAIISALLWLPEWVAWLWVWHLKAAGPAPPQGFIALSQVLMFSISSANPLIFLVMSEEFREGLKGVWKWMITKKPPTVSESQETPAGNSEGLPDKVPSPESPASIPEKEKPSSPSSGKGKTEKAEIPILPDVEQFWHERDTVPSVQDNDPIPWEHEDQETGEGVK
MITF primary: blocks human microphthalmia-associated transcription factor; O75030; AlphaScreen MITF homodimerization, bead proximity signal; inhibition, % at 2.6 µM; 0.91% of 650,000 active; AID 1259374; in the data active = inhibition above about 50%;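 also: 0% = vehicle wells with protein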
Target sequence (O75030 whole entry, looked up): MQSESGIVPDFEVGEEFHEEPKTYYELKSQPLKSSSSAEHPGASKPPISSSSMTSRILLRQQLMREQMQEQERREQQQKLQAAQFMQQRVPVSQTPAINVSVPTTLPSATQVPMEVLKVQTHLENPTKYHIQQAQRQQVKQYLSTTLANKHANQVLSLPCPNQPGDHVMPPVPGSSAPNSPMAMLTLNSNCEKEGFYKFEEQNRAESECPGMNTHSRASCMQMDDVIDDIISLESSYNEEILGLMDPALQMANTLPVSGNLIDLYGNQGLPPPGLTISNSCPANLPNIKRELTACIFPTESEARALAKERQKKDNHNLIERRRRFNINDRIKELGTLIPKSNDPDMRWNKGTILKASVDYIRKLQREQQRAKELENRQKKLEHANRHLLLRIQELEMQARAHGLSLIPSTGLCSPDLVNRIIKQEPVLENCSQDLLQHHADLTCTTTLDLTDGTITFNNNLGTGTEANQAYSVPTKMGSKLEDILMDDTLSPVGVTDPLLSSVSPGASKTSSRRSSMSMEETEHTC
An asterisk follows results filed as active; & = joins results of further samples. The order is random, and some 3.5% of all compounds hit somewhere here.

SMILES	TEAD-YAP inh	FBW7 activator	GPR151 activ	MITF primary
Cc1ccc(NC(=O)c2cc(S(=O)(=O)NCc3ccc4c(c3)OCO4)ccc2F)cc1Cl	4	0.1	-0.9	-9
NC(=O)c1cc(NC(=O)c2cnccn2)cc(C(N)=O)c1	-2	-0.2	0.2	-4
CC(C)(C)c1ccc(Cn2c(=N)n(CC(=O)O)c3ccccc32)cc1	6	0.1	0.6	4
O=C1CSC(c2ccc(Br)cc2)N1c1cccc(Cl)c1 (configuration not stated)	-2	0.0	1.2	9
Cc1ccc2nc(NCCCNC(=O)C3CCC3)c(C#N)cc2c1	-5	0.1	-0.3	22
C=CCN1C(=O)/C(=C\C(=O)c2ccc(Br)s2)c2ccccc21	10	0.1	1.2	46
COc1ccc(N2CCN(Cc3ccc(OC)c(C)c3OC)CC2)cc1	-9	-0.1	2.0	25
Cc1coc(C)c1C(=O)CC1(O)C(=O)Nc2ccccc21 (configuration not stated)	10	0.3	0.0	2
CN(Cc1ccccc1)Cc1c(O)ccc2c3c(c(=O)oc12)CCC3	-9	0.3	-0.5	-3
CC(C)n1cnc2c(Nc3ccc(Oc4ccccc4)cc3)nc(Nc3ccccn3)nc21	1	0.8	2.8	1
CC(C)NS(=O)(=O)c1ccc(NCc2ccccc2F)c([N+](=O)[O-])c1	-5	0.1	-2.1	17
Oc1ccc(CCNc2ncnc3nc(-c4ccc(N5CCOCC5)nc4)[nH]c23)cc1	-4	-0.1	-0.2	-3
O=C(Oc1ccc(OC(=O)c2ccc3c(c2)C(=O)N(CC2CCCO2)C3=O)cc1)c1ccc2c(c1)C(=O)N(CC1CCCO1)C2=O (configuration not stated)	-4	0.0	-0.9	10
CCOC(=O)C1=C(C(=O)OCC)SC(=C2C(=S)C(C)(C)N(C(=O)C(C)C)c3cc(C)ccc32)S1	1	0.0	-1.5	0
CC1=C(C(N)=O)C(c2ccc(F)cc2)n2nc(-c3cccc(Cl)c3)nc2N1 (configuration not stated)	1	0.0	-0.3	4
CCc1ccc(C2CC(c3ccc(F)cc3)n3nc(N)nc3N2)cc1 (configuration not stated)	13	0.7	1.5	5
CCOc1ccc(NC2=C(Cl)C(=O)N(c3ccccc3)C2=O)cc1	2	0.0	-1.2	14
COc1cc2c(-c3ccc(Br)cc3)nc3c(c(C)nn3-c3ccccc3)c2cc1OC	12	0.1	0.6	0
Cc1cc(=O)n2[nH]c(C(=O)O)nc2n1	11	-0.1	0.0	4
COc1ccc(NC(=O)/C(C#N)=N\Nc2nc3c([nH]2)c(=O)n(C)c(=O)n3C)cc1	1	0.3	-0.1	28
COc1cc(NC(=O)NCCN2CCN(c3ccccc3)CC2)cc(OC)c1	-1	0.0	0.5	-2
Cc1nc2c(c(=O)[nH]1)CN(C(=O)c1cc(-c3ccc(C)o3)[nH]n1)CC2	2	-0.2	0.9	-4
Nc1c(C(=O)c2ccc(Br)cc2)sc2nc(C3CC3)cc(-c3cccs3)c12	-8	-0.1	0.4	-9
CCCCC(=O)N(c1cc(C)cc(C)c1)C1C=CS(=O)(=O)C1 (configuration not stated)	0	0.7	0.0	6
COc1ccc(OC)c(CNC(=O)Cn2ncc3c2-c2ccccc2OC3)c1	-1	1.2	-1.3	3
COc1ccccc1Cn1c(SCc2csc3ccc(Cl)cc23)nc2ccccc2c1=O	4	0.1	0.9	-4
Cc1ccc(S(=O)(=O)N(C2=NCC(C)S2)S(=O)(=O)c2ccc(C)cc2)cc1 (configuration not stated)	1	0.0	-1.1	2
Cc1cc(=O)nc2c3ccccc3n(C(C)C(=O)NCCCN3CCCC3=O)n12 (configuration not stated)	7	0.0	3.3	-3
NCc1ccc(C(=O)N/N=C/c2ccc(OC(F)F)cc2)cc1	-10	0.0	2.0	0
Cc1cccc(C(c2sc3nc(C)nn3c2O)N2CCCC2)c1 (configuration not stated)	-3	0.1	-0.8	-5

Profiles as entered above. Values in the order: TEAD-YAP inh, FBW7 activator, GPR151 activ, MITF primary
CCc1ccc(C2CC(c3ccc(F)cc3)n3nc(N)nc3N2)cc1 (configuration not stated) is entered as 13, 0.7, 1.5, 5
COc1cc(NC(=O)NCCN2CCN(c3ccccc3)CC2)cc(OC)c1 is entered as -1, 0.0, 0.5, -2
Cc1cc(=O)nc2c3ccccc3n(C(C)C(=O)NCCCN3CCCC3=O)n12 (configuration not stated) is entered as 7, 0.0, 3.3, -3
COc1ccc(OC)c(CNC(=O)Cn2ncc3c2-c2ccccc2OC3)c1 is entered as -1, 1.2, -1.3, 3
Cc1cc(=O)n2[nH]c(C(=O)O)nc2n1 is entered as 11, -0.1, 0.0, 4

Additional compounds follow.
SMILES	TEAD-YAP inh	FBW7 activator	GPR151 activ	MITF primary
Cc1nnc(SCc2nc3ccccc3nc2C)s1	-2	0.9	-0.7	-10
O=C(c1nc2sccn2c1CN1CCCCC1CCn1cccn1)N1CCCC1 (configuration not stated)	3	-0.2	0.4	2
Cc1nonc1N1CCN(C(=O)c2cc(Cc3ccc(C(C)C)cc3)no2)CC1	-21	-0.1	-0.5	-6
C[C@H](Nc1ccc(C(F)(F)F)cc1[N+](=O)[O-])C(=O)OCC(=O)NC1CCCCC1	-11	0.0	-1.0	14
O=C(Nc1ccc(-c2cn3cccnc3n2)cc1)c1ccccc1[N+](=O)[O-]	2	-0.1	-1.5	-7
CCC(=O)Oc1c(Cc2ccccc2)c(=O)oc2ccccc12	-7	-0.1	-0.7	14
CCCCCCCCCCCCCCC/C=C/[C@@H](O)[C@H](NC(=O)CCCCCCCCCCCCCCCCCCCCC)OC (tested in a mixture with another compound)	3	-0.2	-1.8	16
CC(=O)Oc1ccc(CC2(C)C(=O)Nc3cc(F)ccc32)cc1 (configuration not stated)	-3	-0.1	-0.4	-8
Cn1c(=O)c2c(n(C)c1=O)n(Cc1ccccc1)c(=O)n2C	0	0.1	0.0	-13
Cc1nc2nc(SCc3ccccc3F)nn2c(C)c1Cc1ccc(F)cc1Cl	-8	0.1	-0.7	6
CN(CC(=O)NCC1COc2ccccc2O1)S(=O)(=O)c1ccc2c(c1)CCC(=O)N2 (configuration not stated)	5	0.1	0.4	13
COc1ccc(C(=O)OCc2ccc(Br)cc2)c(OC)c1	0	-0.1	3.7	-3
CCCCOC(=O)c1ccc(NC(=O)C(C)(C)C)cc1	-73	-0.1	4.8	-15
Cc1ccc2[nH]c3c(c2c1)CCN(C)C3	-8	-0.1	-0.9	-3
COc1ccccc1C1C=C(c2ccc(I)cc2)Nc2ncnn21 (configuration not stated)	3	0.1	7.4*	2
O=C1C(=O)c2ccccc2C(O)=C1C1CCC(c2ccc(Cl)cc2)CC1 (configuration not stated)	9&-4	-0.1&0.0&-0.1	-1.2&-0.6&-0.1	-2&12&-2
CC(C)(COc1nonc1N)Nc1ccc([N+](=O)[O-])cc1[N+](=O)[O-]	9	0.0	-0.1	-16
CCN1C(=O)c2ccc(C(=O)Nc3ccc(O)cc3C)cc2C1=O	7	0.0	-1.6	-5
Cc1cc(CN2C(=O)C(C)Sc3ccccc32)no1 (configuration not stated)	-6	0.2	2.6	14
COc1cccc(/C=N/Nc2ncnc3nc[nH]c23)c1	48*	-0.2	-3.2	8
Cc1cccc(-n2cc(C(=O)c3ccccc3)c3ccccc32)c1	-4	0.1	-0.3	16
O=C(Nc1ccncc1)OC1CCN(C(=O)[C@H](O)COc2ccc(Br)cc2)CC1	17	0.5	-0.8	-5
CC(=O)Nc1ccc(Nc2nc(N3CCC(N4CCOCC4)CC3)nc3c2ncn3Cc2ccc(C(F)(F)F)cc2)cc1	-3	-0.1	0.6	19
CCN(CCCNC(=O)c1cccc2c1SCCC2=O)c1cccc(C)c1	13	0.3	0.0	13
O=C(Nc1cccc([N+](=O)[O-])c1)c1cc(S(=O)(=O)Nc2ccc(F)cc2)ccc1Cl	-6	0.1	0.0	8
Cc1cc(S(=O)(=O)n2cnc3ccccc32)c(C)cc1Br	1	-0.1	1.6	8
Cc1csc2ncc(C(=O)Nc3cccc(Cl)c3)c(=O)n12	-7	-0.1	-0.7	-22
O=C(Cn1c2c(c(-c3ccccc3Cl)cc1=O)CCC2)NCc1cccs1	-1	-0.1	0.7	0
Cc1[nH]nc2c1C(c1ccccc1[N+](=O)[O-])C(C#N)=C(N)O2 (configuration not stated)	-2	-0.3	-1.4	-14
Cc1nc2ccccc2n1CC(=O)N1CCc2ccccc21	10	-0.1	0.9	2
CCN(CC)C(=O)Cn1cnc2sc(C(=O)NCc3ccc(Cl)cc3)c(C)c2c1=O	9	-0.1	0.4	-10
O=C(NCCc1c[nH]c2ccc(Cl)cc12)c1ccccc1	-9	0.1	-0.8	-8
COc1ccc(-c2cc(C(=O)NCc3cccnc3)c3ccccc3n2)cc1	-4	0.4	-1.5	10
COC(=O)C(O)(CC(=O)Nc1cccc([N+](=O)[O-])c1)C(F)(F)F (configuration not stated)	2	-0.1	1.1	11
COc1cccc(OCCSc2nc(N)cc(=O)[nH]2)c1	-1	0.1	-1.8	11
COc1cccc(/C=C/C(=O)NNC(=O)Cc2nc3ccccc3[nH]2)c1OC	-2	-0.8	-0.6	12
CCOC(=O)c1c(C)oc2c1c(C=NCCO)c(O)c1ccccc12	8	0.0	-1.8	11
c1ccc(CN2CCC(Nc3cc(N4CCOCC4)ncn3)CC2)cc1	-3	0.0	-0.2	-3
COCc1ccc(CN2CCC(CO)(CC3CCCCO3)CC2)o1 (configuration not stated)	1	0.8	-0.3	9
Cc1ccc2oc(-c3ccc(Cl)c(NC(=O)c4ccco4)c3)nc2c1	-25	-0.1	-0.1	1
O=C(COC(=O)c1ccc(Br)o1)NCc1ccco1	-11	-0.1	-1.2	4
COCCN1CCN(C(=O)CC2C(=O)NCCN2Cc2cc(OC)cc(OC)c2)CC1 (configuration not stated)	-3	-0.1	1.2	-10
O=C(O)CCCCC(=O)Nc1ccc(Cl)cn1	-5	0.0	-0.2	-3
O=C1C(=O)N(CCCn2ccnc2)C(c2ccccc2[N+](=O)[O-])/C1=C(\O)c1ccccc1 (configuration not stated)	-6	0.3	-0.7	15
O=C(NCC1CCCO1)c1ccccc1-c1nc(-c2ccc(Cl)cc2)no1 (configuration not stated)	2	0.0	0.8	-1
Nc1nc(Nc2ccc(C(F)(F)F)cc2)nc2c1ncn2-c1ccccc1	-19	0.0	0.4	3
COc1ccc2c(c1)OC(C)CN(CC(=O)N1CCC(OCc3ccccc3)CC1)C2 (configuration not stated)	1	0.1	0.6	1
Fc1ccc(CNCc2cn[nH]c2-c2cccs2)cc1	-4	0.0	2.8	-8
CCC1(C(=O)c2ccccc2)C(c2ccc([N+](=O)[O-])cc2)C1(C(=O)OC)C(=O)OC (configuration not stated)	12	-0.2	1.1	7
O=C1OC(/C=C/c2ccc(Cl)cc2)=NC/1=C/c1ccc(F)cc1	6	0.0	-1.2	10
O=C1C2CC=CCC2C(=O)N1CNc1cccc(Cl)c1 (configuration not stated)	12	0.1	1.8	12
Cc1ccc(C(=O)O)cc1NC(=O)C1CCCN1S(=O)(=O)c1cccc2nsnc12 (configuration not stated)	1	0.1	-0.8	-1
O=C(NCc1ccco1)C(Cc1ccccc1)NS(=O)(=O)c1ccc(F)cc1 (configuration not stated)	-3	-0.1	-1.2	-6
Cc1cc(NC(=O)NC(=O)c2c(Cl)cccc2Cl)n[nH]1	4	0.0	0.8	11
Cc1cc(C)nc(SCC(=O)Nc2ccc3c(c2)n(C)c(=O)n3C)n1	5	0.1	-2.3	7
CCN(C(=O)COC(=O)c1cc(=O)c2ccccc2o1)C1CCS(=O)(=O)C1 (configuration not stated)	0	0.4	-1.7	26
COc1cc(Br)c(C2C(C#N)=C(N)Oc3cc4c(cc32)OCO4)cc1OC (configuration not stated)	-3	-0.2	9.1*	4
Nc1ccc(C(=O)OCC(=O)Nc2cccc(S(=O)(=O)N3CCCC3)c2)cc1[N+](=O)[O-]	1	0.0	-0.9	11
Cc1nnn(C23CC4CC(CC(CC(=O)Nc5ccc(C)c(Cl)c5)(C4)C2)C3)n1	-11	0.3	0.3	4
COc1ccc(-c2cc(C(=O)OCC(=O)c3ccc(C)cc3)c3ccccc3n2)cc1	11	0.3	0.0	7

(cont.)
SMILES	TEAD-YAP inh	FBW7 activator	GPR151 activ	MITF primary
O=C1CCC/C(=N/NC(=O)c2ccc(CN3c4cccc5cccc(c45)S3(=O)=O)cc2)C1	-5	0.2	-1.4	-23
CCOc1ccccc1NC(=S)Nc1[nH]ncc1C(=O)OC	-22	-0.1	-0.2	-10
N=C1C(c2nc3ccccc3c(=O)[nH]2)=C(O)CN1c1ccccc1Cl	-3	0.0	0.4	-10
O=C(Nc1ccc2[nH]ncc2c1)[C@H]1CC[C@H](NC(=O)[C@@H](O)c2ccccc2Cl)C1	-3	0.2	-0.1	-3
CC(=O)c1cccc(S(=O)(=O)N(CCCO)Cc2cc3ccc(C)cc3[nH]c2=O)c1	3	0.2	0.6	-1
CCCCn1c(-c2ccc(OC)c(OC)c2)n[nH]c1=S	-3	-0.3	0.1	-14

Part of the list above in order of SMILES length, high to low.
SMILES	TEAD-YAP inh	FBW7 activator	GPR151 activ	MITF primary
O=C1CCC/C(=N/NC(=O)c2ccc(CN3c4cccc5cccc(c45)S3(=O)=O)cc2)C1	-5	0.2	-1.4	-23
CC(=O)c1cccc(S(=O)(=O)N(CCCO)Cc2cc3ccc(C)cc3[nH]c2=O)c1	3	0.2	0.6	-1
N=C1C(c2nc3ccccc3c(=O)[nH]2)=C(O)CN1c1ccccc1Cl	-3	0.0	0.4	-10
